# Salmonella PhoP GFP – PhoP-dependent GFP reporter repression – Salmonella Typhimurium, primary screen (AID 1863); inhibition, % at 50 µM, or IC50 in µM where a hit was titrated; 0.16% of 300,000 active; S. Typhimurium PhoP-regulated promoter GFP reporter, 4 h; higher % means a stronger effect;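 active means inhibition over 29.93%, a cutoff 3 SD above the screen mean, later confirmed by dose response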;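 further: 0% = low Mg2+ inducing control and 100% = high Mg2+ repressing control; strong numbers were not always called active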
# KOR beta-arrestin-1 – KOR agonists, beta-arrestin recruitment, primary screen, cell-based, luminescence, uHTS (AID 1777) | KOR beta-arrestin recruitment, luminescence; higher % means a stronger effect | 0.02% of 280,000 active | activation, % at 10 µM; hits with a dose series show EC50 in µM; in the data active means activation above about 50%, passing the limit was not always enough; further: a part of the inactive calls stands beside numbers as strong as those of hits
# NTR1 agonist – NTR1-driven beta-arrestin-GFP spot formation – imaging, U2OS cells, high content, primary screen (AID 493036). P30989. agonist mode. activation, % at 20 µM. 0.17% of 330,000 active;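 active means activation at or above 40% of the spot to cytoplasm intensity ratio, with at least 20 cells analyzed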;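 further: 0% = DMSO without peptide and 100% = 100 nM NTR1 peptide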
# Target sequence (P30989 whole entry, looked up): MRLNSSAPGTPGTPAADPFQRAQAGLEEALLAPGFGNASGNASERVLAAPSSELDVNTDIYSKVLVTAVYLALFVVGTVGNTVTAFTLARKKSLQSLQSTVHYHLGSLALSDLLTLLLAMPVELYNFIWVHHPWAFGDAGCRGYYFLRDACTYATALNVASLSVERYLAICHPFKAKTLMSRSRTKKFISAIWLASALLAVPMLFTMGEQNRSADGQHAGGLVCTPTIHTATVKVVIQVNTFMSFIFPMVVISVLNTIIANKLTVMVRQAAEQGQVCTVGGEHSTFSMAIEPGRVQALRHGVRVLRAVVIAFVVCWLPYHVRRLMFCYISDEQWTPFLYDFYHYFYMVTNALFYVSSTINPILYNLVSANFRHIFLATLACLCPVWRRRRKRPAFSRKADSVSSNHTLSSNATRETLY
# KOR beta-arrestin-2 – KOR antagonists, beta-arrestin recruitment, cell-based, luminescence, uHTS (AID 1778); KOR beta-arrestin recruitment, luminescence, antagonist mode; higher % means a stronger effect; inhibition, % at 10 µM, or IC50 in µM where a hit was titrated; 0.091% of 290,000 active; in the data active means inhibition above about 50%; further: strong numbers were not always called active
# GPR35 antagonists – inhibition of zaprinast-stimulated GPR35 beta-arrestin translocation – imaging, U2OS, beta-arrestin-GFP, zaprinast agonist, primary screen (AID 2058) | U2OS GPR35 beta-arrestin-GFP translocation imaging, zaprinast antagonism; higher % means a stronger effect | inhibition, % at 10 µM, or IC50 in µM where a hit was titrated | 0.052% of 290,000 active;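 active means inhibition of at least 50% with at least 30 cells and total cytoplasm GFP at most 10,000,000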
# GPR55 LPI antagonism – inhibition of LPI-stimulated GPR55 beta-arrestin translocation – imaging, U2OS, beta-arrestin-GFP, LPI agonist, primary screen (AID 2013); U2OS GPR55 beta-arrestin-GFP translocation imaging, LPI antagonism; higher % means a stronger effect; 0.13% of 290,000 active; inhibition, % at 10 µM; hits with a dose series show IC50 in µM;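 active means spots per cell inhibited over 60%, with over 100 cells counted and total cytoplasm intensity under 500,000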;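 further: U2OS cells stably carrying GPR55 and arrestin-GFP stimulated by 5 µM LPI near EC80; imaged beta-arrestin-GFP aggregate spots per cell after agonist stimulation; plate controls were LPI-stimulated DMSO wells for no effect and DMSO wells without LPI for full effect; some results filed as inactive read as strong as hits; confirmed hits need IC50 under 10 µM and bright autofluorescent wells are also inconclusive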
# GPR55 beta-arrestin – selective activators of receptor GPR55 – imaging, U2OS cells, beta-arrestin-GFP redistribution, primary screen (AID 1961) | 0.048% of 290,000 active | activation, % at 10 µM, or EC50 in µM where a hit was titrated | U2OS GPR55 beta-arrestin-GFP redistribution imaging; higher % means a stronger effect;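 active means activation above 40% with more than 50 cells counted in the well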;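 further: U2OS osteosarcoma cells stably expressing GPR55 and beta-arrestin-GFP; plate controls were DMSO negative control for no effect and LPI positive control for full effect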
# West Nile antiviral – West Nile virus antiviral activity, cell-based, CPE readout (AID 1621); West Nile virus-infected cells, CPE inhibition; higher % means a stronger effect; CPE inhibition, % at 10 µM; hits with a dose series show IC50 in µM; 0.02% of 290,000 active; in the data active means a potency from the dose series; further: strong numbers were not always called active
# T cell HTS – T cell immune modulators affecting CD8 T cell-vesicle binding | 2C CD8+ T cell-vesicle binding, flow cytometry; active compounds read low | calls only at 7 µM | 0.068% of 330,000 active | AID 2052;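 active means response, share of CD8 T cells binding vesicles, and their 90th percentile fluorescence all below set limits, cut at about 80% in these data, passing the limit was not always enough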
#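 Read-out – percent CD8+ FL2 mean versus row control · System – murine 2C transgenic CD8+ T lymphocytes · Times – 1.5 h cell–vesicle binding at 37 °C, then 20 min icy labelling · Control set – naked vesicles low, QL9 vesicles with vehicle high · Detection – cytometric PE anti-B7-1 and Alexa647 anti-CD8 signals after 1% paraformaldehyde fixation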
# T cell HTS vesicle-bound % – further read-out of T cell HTS, marked with its call; double positive events, %; measured here: CD8+ vesicle-bound cell fraction;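 binding gate set so that unloaded-vesicle control wells show 10% double positive cells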
# NTR1 agonist cell count 20 µM – recorded beside NTR1 agonist, whose call it bears; cell count; measured here: cell count, cytotoxicity flag
# Starred values were filed as active, the others as inactive; i = inactive; nt = not tested or not shown; [ ] = another dose, or the depositor's remark. Some of the compounds tested (hit frequency here may not be typical).
SMILES,Salmonella PhoP GFP,KOR beta-arrestin-1,NTR1 agonist,NTR1 agonist cell count 20 µM,KOR beta-arrestin-2,GPR35 antagonists,GPR55 LPI antagonism,GPR55 beta-arrestin,West Nile antiviral,T cell HTS,T cell HTS vesicle-bound %
C=C(COC(=O)CCC(=O)O)CC1CC(O)[C@]2(C)OC3CC4OC5C[C@]6(C)O[C@]7(C)CCC8OC9C[C@]%10(C)OC%11C(C)=CC(=O)OC%11CC%10OC9C[C@@H](C)C8OC7CC6O[C@]5(C)C/C=C\C4OC3CC2O1 (stereo partly drawn),7.3%,0.0%,2.5,72,7.7%,19.3%,3.8%,1.9%,0.4%,i,9.8
CN(C)C(=O)Oc1ccc(Cl)c2cccnc12,-4.2%,-3.2%,-1.3,55,22.4%,0.3%,9.2%,0.1%,1.0%,i,45.2
Cc1ccsc1-c1nc(CSCC(=O)N2CCC3(CC2)OCCO3)c(C)o1,-2.3%,-0.6%,-3.2,47,-5.8%,7.0%,27.4%,0.0%,-1.9%,i,19.6
Cc1c(C=O)c2ccccc2n1Cc1ccccc1F,-7.2%,0.3%,-1.2,74,-22.4%,7.0%,2.8%,0.3%,-1.1%,i,65.4
CC/C(=N\NC(=O)c1ccccc1O)c1c(O)n(C2CCCCC2)c(=O)[nH]c1=O,7.8%,-4.7%,0.5,63,24.8%,-16.0%,15.2%,-0.1%,-0.4%,i,7.0
COC(=O)C1C2c3ccccc3OC1(C)N=c1s/c(=C/c3cn(C)nc3C)c(=O)n12 (stereo not drawn),-14.9%,-0.4%,0.9,42,19.5%,4.6%,28.4%,0.3%,0.3%,i,42.7
Cc1cc(C=O)c(C)n1CC1CCCO1 (stereo not drawn),6.7%,0.0%,1.9,56,11.9%,-11.5%,0.0%,0.6%,0.0%,i,59.1
c1ccc2c(c1)Nc1ccccc1S2,-0.9%,3.5%,1.3,65,-8.7%,-1.9%,5.4%,-0.1%,-0.4%,i,18.7
Cc1nc(CCl)cc(=O)[nH]1,6.1%,1.8%,-0.7,98,-16.9%,-4.7%,3.3%,-0.4%,-0.2%,i,33.0
Clc1ccc2c(c1)C(c1ccccc1Cl)=NCc1nnc(N3CCN(CCOc4ccccc4)CC3)n1-2,7.6%,5.8%,3.9,71,21.9%,-18.3%,-10.4%,-0.2%,-1.5%,i,30.9
O=C1NC(=O)N(c2ccc(F)cc2)C(=O)/C1=C/c1ccc2c(c1)CCCN2Cc1ccccc1,18.2%,3.3%,nt,nt,6.9%,-5.0%,16.6%,0.2%,0.2%,nt,nt
CCN(N=Nc1nonc1OC)c1nonc1OC,3.3%,-3.9%,0.0,83,-6.6%,-5.2%,-1.7%,-0.1%,-0.5%,i,23.2
CCN(CC)c1ccc(N=Cc2c(O)n(-c3ccccc3C)c(=O)[nH]c2=O)cc1,-5.7%,-0.2%,1.0,40,-15.3%,1.7%,0.6%,-0.1%,1.9%,i,47.2
OCC[n+]1c2ccccc2nc2ccc(N3CCOCC3)cc21,5.0%,-2.6%,0.3,48,-0.6%,1.1%,-3.8%,-0.2%,-0.4%,i,44.4
Cc1cc(Cl)ccc1OCCCC(=O)NCc1cccs1,2.3%,4.1%,0.8,43,8.6%,3.1%,6.5%,0.2%,-0.8%,i,54.9
CCOC(=O)C(O)(c1ccc(N(C)C(=O)c2ccc(Cl)c(Cl)c2)cc1)C(F)(F)F (stereo not drawn),5.4%,3.2%,2.5,85,-9.6%,-0.3%,38.8%,0.8%,-0.7%,i,42.8
C=CCC1(CN2CCCC2=O)C(=O)NC(=O)NC1=O,0.6%,-4.6%,-0.7,45,33.3%,-6.8%,1.3%,0.8%,0.1%,i,20.0
CCOC(=O)CC1=C(C(=O)OCC)C2(C(=O)N1)C(C(=O)OC)=C(N)Oc1ccccc12 (stereo not drawn),2.2%,2.4%,-0.2,40,17.3%,-0.6%,14.8%,0.2%,0.9%,i,25.5
COc1ccc(CCNCc2ccncc2)cc1OC,-4.7%,4.0%,1.2,55,-10.8%,4.3%,-2.4%,0.0%,-0.6%,i,50.3
COc1ccc(-n2c(/C=C/c3ccc4c(c3)OCO4)nc3ccccc3c2=O)cc1,5.1%,-0.7%,-0.1,51,36.2%,-19.6%,1.8%,-0.3%,0.0%,i,35.3
Cc1cc(O)c2c3c(c(=O)oc2c1)CCC(C)C3 (stereo not drawn),0.6%,-4.1%,4.5,53,14.1%,-1.7%,-5.7%,-0.2%,-2.0%,i,32.7
C/C(=N\N=C(N)N)c1ccccc1,3.7%,3.6%,0.0,57,15.6%,2.7%,10.2%,-0.2%,-0.1%,i,14.9
COc1ccc(N2C(=O)/C(=C/c3ccc(OC)c(OC)c3)C(=O)NC2=S)cc1,0.8%,-7.2%,-0.4,69,3.4%[20 µM],10.5%,5.6%,-0.1%,-0.2%,i,32.7
O=C(Nc1cccc(Br)c1)c1c(O)c2c(n(Cc3ccccc3)c1=O)CCCC2,-9.1%,1.6%,0.7,52,27.3%,3.4%,5.8%,-0.1%,0.5%,i,27.0
O=C(N/N=C/c1c(O)n(-c2cccc3ccccc23)c(=O)[nH]c1=O)c1ccncc1,nt,0.4%,1.9,53,32.7%,16.9%,-6.6%,-0.3%,0.1%,i,10.1
C=CCn1c(O)c(C(CC)=NCc2cc(OC)cc(OC)c2)c(=O)[nH]c1=O,7.4%,-0.6%,8.5,67,18.3%,2.2%,-14.9%,-0.2%,-0.2%,i,55.3
O=C1/C(=C/c2cc([N+](=O)[O-])ccc2Cl)N2CCC1CC2,8.0%,4.1%,1.5,82,-37.9%,9.5%,14.0%,0.2%,-0.4%,i,30.6
Cc1cc(S(=O)(=O)NCc2ccccc2)ccc1OCC(=O)N1CCN(C)CC1,-2.3%,-2.5%,1.2,54,24.1%,2.8%,6.8%,0.2%,-0.5%,i,44.4
CCCCCCn1c(O)c(C=Nc2c(C)n(C)n(-c3ccccc3)c2=O)c(=O)[nH]c1=O,11.7%,-4.3%,-0.6,37,-11.8%,-0.4%,13.1%,0.0%,0.1%,i,49.5
CCC(=NCCC1=CCCCC1)c1c(O)[nH]c(=O)[nH]c1=O,-4.8%,-1.6%,1.4,41,-11.1%,16.2%,-2.4%,-0.3%,-0.3%,i,22.9
CN1CCN(Cc2ccccc2C(F)(F)F)CC1,15.0%,-0.6%,-2.1,83,-12.0%,17.2%,-0.9%,-0.1%,0.4%,i,17.9
COCCOC(=O)c1c(N)n(Cc2ccccc2)c2nc3ccccc3nc12,7.8%,-2.1%,2.7,56,-3.5%,2.2%,-5.8%,-0.1%,-0.2%,i,38.5
CCCCn1c(N)c(C(=O)NCc2cccs2)c2nc3ccccc3nc21,9.1%,1.5%,7.5,64,-17.2%,-1.5%,10.4%,-0.1%,2.4%,i,23.9
CN(C)CC1Oc2ccccc2OC1(O)c1ccccc1 (stereo not drawn),-7.9%,-2.1%,nt,nt,29.0%,8.5%,5.7%,0.0%,0.1%,nt,nt
CC1CCCCC1NC(=O)CNC(=S)N1CC2CC(C1)c1cccc(=O)n1C2 (stereo not drawn),-2.8%,-5.4%,1.0,54,-20.5%,3.2%,11.5%,-0.1%,1.2%,i,21.9
CC1CCN(C(=O)c2ccc(N3CC4CC(C3)c3cccc(=O)n3C4)c([N+](=O)[O-])c2)CC1 (stereo not drawn),-10.2%,-1.9%,0.4,79,6.3%,9.3%,5.5%,0.6%,-1.0%,i,4.7
CCC(=NCCN1CCOCC1)c1c(O)n(C2CCCCC2)c(=O)[nH]c1=O,-7.7%,-5.1%,-0.1,44,12.7%,8.4%,10.2%,-0.1%,0.6%,i,28.6
C/C=C1/CC(C)C(C)(O)C(=O)OCC2CCN3CCC(OC1=O)C23 (stereo not drawn),nt,nt,0.2,97,-28.2%[20 µM],7.1%,4.3%,-0.1%,0.2%,i,53.3
COc1ccccc1N1C(=O)NC(=O)/C(=C/c2ccc3c(c2)Cc2ccccc2-3)C1=O,-14.6%,9.6%,2.7,91,-24.0%,3.9%,5.3%,-0.8%,-0.5%,i,54.8
CCOC(=O)c1c(C)c(C(=O)N2CCC3(CC2)OCCO3)c(C)n1CC,27.5%,1.6%,0.2,74,-4.3%,-6.7%,-9.4%,-0.2%,-0.6%,i,27.4
COc1ccccc1OCC(=O)N1CCCC(N(C)Cc2ccccc2)C1 (stereo not drawn),1.3%,-0.5%,-1.1,58,-4.8%,6.4%,-8.4%,-0.1%,-1.7%,i,59.4
Cc1ccc(NC(=O)c2snnc2C)cc1Cl,3.1%,-2.8%,1.0,72,-2.5%,6.3%,1.9%,-0.6%,-0.7%,i,35.0
O=C(O)c1cc2ccccc2oc1=O,-0.8%,8.5%,3.1,43,32.5%,-4.4%,-0.3%,0.6%,0.2%,i,34.0
CC(=O)O[C@H]1CC[C@@]2(C)[C@H](C1)C(=O)C[C@H]1[C@@H]3CC[C@@H]4[C@@H](CN5C[C@@H](C)CC[C@H]5[C@@]4(C)O)[C@@H]3C[C@@H]12,11.1%,0.7%,0.2,89,28.3%,4.7%,9.8%,-0.1%,-1.0%,i,28.7
Cc1nc2cc([N+](=O)[O-])ccc2c(=O)n1-c1ccccc1[N+](=O)[O-],3.1%,nt,0.9,90,-3.0%[20 µM],-13.9%,-2.4%,0.2%,-1.1%,i,65.1
COc1ccc(N2CCN(C(CNC(=O)Oc3ccccc3)c3cccnc3)CC2)cc1 (stereo not drawn),-2.9%,-3.2%,1.8,53,-18.3%,3.2%,12.0%,0.5%,0.0%,nt,nt
COC(=O)c1c(C)n(Cc2ccc3c(c2)OCO3)c2ccc(O)cc12,2.4%,-4.4%,4.1,45,32.8%,10.8%,19.0%,-0.2%,2.7%,i,22.9
CC1(O)C[C@]2(C)N(O)C3CCCC[C@@H]3N2O1 (stereo partly drawn),-8.3%,4.0%,-1.9,48,-66.0%,5.7%,0.8%,-0.3%,0.2%,i,34.5
O=C(O)C1Cc2ccccc2N2CCCC12 (stereo not drawn),5.5%,-3.9%,-1.0,77,1.3%,3.7%,-4.9%,-0.1%,0.3%,i,33.9
O=C(NCc1cccnc1)Nc1ccc([N+](=O)[O-])cc1,-0.6%,0.9%,0.8,65,-21.8%,0.0%,6.4%,-0.2%,-0.7%,i,59.1
COc1ccc(C2CN(C)CC2C(=O)c2ccc(C)cc2)cc1Cl (stereo not drawn),-1.7%,-5.8%,2.5,52,18.7%,0.7%,3.2%,0.6%,-0.2%,i,53.1
